p97 ATPase inh = inhibitors of human p97 ATPase, primary screen, biochemical | Transitional endoplasmic reticulum ATPase (Homo sapiens), P55072 | recombinant p97 ATPase, Kinase-Glo ATP luminescence, 3 h | inhibition, % at 8 µM | 220,000 compounds, 0.42% hits | AID 1481, 2009; in the data active = inhibition above about 15%;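 also: 0% = DMSO vehicle and 100% = wells lacking enzyme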
RBBP9 inh = human RBBP9 inhibitors, primary screen, biochemical, fluorescence polarization, FP-Rh probe, HTS; Serine hydrolase RBBP9 (Homo sapiens), O75884; recombinant RBBP9; inhibition, % at 7.94 µM; 220,000 compounds, 0.2% hits; AID 1515, 2009;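 active = inhibition above the campaign mean of all tested compounds plus 3 SD, cut at about 14% in these data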;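 also: plate controls were DMSO wells with RBBP9 for no effect and wells lacking RBBP9 protein for full effect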
Target sequence (O75884 whole entry, looked up): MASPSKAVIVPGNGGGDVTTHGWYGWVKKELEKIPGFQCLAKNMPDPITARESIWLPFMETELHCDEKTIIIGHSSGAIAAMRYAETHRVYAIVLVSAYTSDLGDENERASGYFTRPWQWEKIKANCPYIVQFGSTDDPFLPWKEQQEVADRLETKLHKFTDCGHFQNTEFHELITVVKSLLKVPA
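Measured by – fluorescence polarization · Test system – RBBP9 protein · Input – 2.5 µM RBBP9 dispensing solution, before mixing · Measure – percent inhibition from mP, scaled between DMSO and no-protein wells · Benchmarks – DMSO-treated enzyme wells and wells lacking RBBP9 · Times – preincubation 30 min plus labeling 45 min at 25 °C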
Hck-Nef inh = inhibitors of Nef-activated human Hck kinase, primary screen, biochemical, Z-Lyte FRET, 384-well, Hck-YEEI; Recombinant Hck-YEEI plus Nef, Z-Lyte FRET kinase assay; inhibition, % at 20 µM; 220,000 compounds, 0.68% hits; AID 463187, 2010;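 active = Hck-Nef kinase inhibition above about 50%, limit read from the data; inactive = inhibition below that limit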;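 also: 0% = DMSO with Hck plus Nef and 100% = Hck alone without Nef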
NPY Y1 blocker = NPY-Y1 receptor antagonists, primary screen, cell-based | HEK293-CNG Y1 cells, membrane potential fluorescence; NPY at EC95, then isoproterenol | inhibition, % at 3.6 µM | 200,000 compounds, 1% hits;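 active = inhibition above the campaign mean inhibition of all tested compounds plus 3 SD, cut at about 20% in these data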;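 also: 0% = DMSO wells given NPY plus isoproterenol and 100% = isoproterenol alone without NPY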
Target sequence (P25929 whole entry, looked up): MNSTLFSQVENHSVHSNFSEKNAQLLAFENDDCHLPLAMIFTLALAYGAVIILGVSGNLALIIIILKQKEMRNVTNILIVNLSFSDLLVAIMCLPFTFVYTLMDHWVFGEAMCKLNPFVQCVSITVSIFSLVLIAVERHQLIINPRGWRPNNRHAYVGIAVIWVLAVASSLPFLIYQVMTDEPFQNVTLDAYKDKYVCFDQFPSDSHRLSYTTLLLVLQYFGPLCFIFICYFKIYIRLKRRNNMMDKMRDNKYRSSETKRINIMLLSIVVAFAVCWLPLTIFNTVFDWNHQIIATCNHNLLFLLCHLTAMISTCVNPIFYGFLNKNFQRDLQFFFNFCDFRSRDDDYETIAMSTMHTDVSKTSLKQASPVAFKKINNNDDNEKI
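Material: HEK293 cells co-expressing NPY Y1 receptor and cyclic-nucleotide gated channel. Timing: compound incubation 1 h at room temperature, readout 45 min post-stimulation. Signal: fluorescence, membrane potential probe.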
Runt-CBFb FRET = inhibitors of RUNX1 Runt–CBFb binding, primary screen, biochemical, FRET, Cerulean-Runt, Venus-CBFb, uHTS; Cerulean-Runt/Venus-CBFb FRET ratio 530/480, 1 h; 220,000 compounds, 0.46% hits; inhibition, % at 20 µM; AID 1496, 2009; Runt-related transcription factor 1 (Homo sapiens) + Core-binding factor subunit beta …;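 active = inhibition over about 50% at 20 µM in the single-dose screen, limit read from the data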;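 also: 0% = DMSO wells and 100% = excess unlabeled CBFb competitor control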
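Reagent – Venus-CBFb binding partner, 100 nM · Assay system – Cerulean-tagged RUNX1 Runt domain (FRET donor) fusion protein · Input – 100 nM per protein · Incubation – two 1 h room-temperature incubations shielded from light · Measured by – FRET fluorescence · Medium – Tris buffer pH 7.5 with salts and BSA · Benchmarks – unlabeled CBFb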
Runt-SMMHC FRET = inhibitors of RUNX1 Runt–CBFb-SMMHC binding, primary screen, biochemical, FRET, Cerulean-Runt, Venus-CBFb-SMMHC, uHTS; Cerulean-Runt/Venus-CBFb-SMMHC FRET ratio 530/480, 1 h; AID 1434, 2008; inhibition, % at 20 µM; 220,000 compounds, 0.74% hits;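 active = mean inhibition across duplicate retests at 20 µM reaching about 50%, limit read from the data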;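 also: 0% = DMSO wells and 100% = wells with excess untagged CBFb-SMMHC; inhibitors lower the FRET ratio by blocking Runt binding to CBFb-SMMHC; some results filed as inactive read as strong as hits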
MDM2 E3 inh = MDM2-luciferase reporter signal enhancers, primary screen, MDM2 E3 ligase inhibitor project, cell-based, luminescence, 1536-well; AID 1230, 2008; signal enhancement, % at 5 µM; cell-based MDM2 ubiquitination luciferase reporter, 2 h; 0 = plate control, 100 = twice control, blank-subtracted; 210,000 compounds, 0.11% hits;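 active = signal enhancement of 30% or more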;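 also: luminescence tracks abundance of the self-degrading MDM2-luciferase fusion protein; higher signal means inhibition of MDM2 E3 ligase activity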
Target sequence (Q00987 whole entry, looked up, the tested form may be a part): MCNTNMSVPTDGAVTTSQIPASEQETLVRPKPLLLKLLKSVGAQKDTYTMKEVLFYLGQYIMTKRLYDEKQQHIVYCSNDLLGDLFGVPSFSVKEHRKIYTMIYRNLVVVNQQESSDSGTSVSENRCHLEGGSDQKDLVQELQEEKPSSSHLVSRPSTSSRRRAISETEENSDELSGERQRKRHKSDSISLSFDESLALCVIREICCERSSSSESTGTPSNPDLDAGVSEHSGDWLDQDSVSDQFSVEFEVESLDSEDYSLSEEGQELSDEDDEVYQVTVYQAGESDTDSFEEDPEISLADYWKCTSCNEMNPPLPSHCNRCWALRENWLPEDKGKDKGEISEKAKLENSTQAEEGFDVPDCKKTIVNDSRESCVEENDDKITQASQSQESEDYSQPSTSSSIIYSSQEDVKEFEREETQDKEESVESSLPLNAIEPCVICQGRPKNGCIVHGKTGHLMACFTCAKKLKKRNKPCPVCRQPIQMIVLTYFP
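Test system: mammalian cells stably expressing self-ubiquitinating, self-degrading MDM2 E3–luciferase fusion; Amount: 2000 cells in each well; Medium: DMEM; Schedule: 4 h settle plus 2 h compound, 37 °C; Technique: SteadyLite luciferase luminescence after 15 min room-temperature reagent incubation; Benchmarks: plate control and blank wells.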
NPY2 pot ag = NPY-Y2 potentiators or agonists, primary screen, cell-based | Neuropeptide Y receptor type 2 (Homo sapiens), P49146 | cells expressing NPY-Y2, potentiator/agonist read-out | activation, % at 3.6 µM | 220,000 compounds, 0.45% hits | AID 1359, 2008; in the data active = activation above about 27%;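 also: cells stimulated with NPY near EC25 plus isoproterenol at EC100; 0% = vehicle plus submaximal agonist and 100% = vehicle plus saturating agonist; some results beyond the cut were filed as inactive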
NPY-Y1 PAM-ag = NPY-Y1 receptor potentiators or agonists, primary screen, cell-based | NPY-Y1 expressing cells, potentiator/agonist activation | activation, % at 3.6 µM | 220,000 compounds, 0.37% hits; in the data active = activation above about 33%, passing the limit was not always enough;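 also: cells stimulated with NPY at EC10 then isoproterenol at EC100; 0% = low agonist plus stimulus and 100% = saturating agonist plus stimulus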
* = called active by the depositor; . = not tested or not shown.

Key to letters – A = p97 ATPase inh; B = RBBP9 inh; C = Hck-Nef inh; D = NPY Y1 blocker; E = Runt-CBFb FRET; F = Runt-SMMHC FRET; G = MDM2 E3 inh; H = NPY2 pot ag; I = NPY-Y1 PAM-ag
O=C1CCc2nc3ccccc3c(=O)n2N1
  A: 4; B: 1; C: -7; D: 1; E: 0; F: 0; G: -16; H: -4; I: 0

Cc1cccc(N(CC(=O)Nc2ccccc2-c2ccccc2)S(=O)(=O)c2ccccc2)c1C
  A: 1; B: -1; C: 3; D: 11; E: 0; F: 2; G: -1; H: -7; I: -17

CCOC(=O)c1cnc(SCC(=O)N2CCN(C(=O)c3ccco3)CC2)nc1N
  A: 0; B: 2; C: 2; D: 1; E: 1; F: -5; G: -2; H: 4; I: 17

CC(C)SCC(=O)Nc1ncc2c(n1)-c1ccccc1CC2
  A: 3; B: -3; C: 31; D: 3; E: 7; F: 18; G: -14; H: -13; I: -25

Cc1ccc(C(=O)CC2(O)C(=O)N(Cc3ccccc3)c3ccccc32)o1 (centres undefined)
  A: -2; B: -10; C: 3; D: 4; E: -1; F: -1; G: -22; H: 9; I: -2

c1ccc(C2=Nn3c(nnc3-c3ccco3)SC2)cc1
  A: 8; B: 3; C: 23; D: 3; E: 4; F: 7; G: -2; H: 15; I: -13

CCSc1nc2c(c(=O)[nH]1)C(c1ccccn1)C1=C(CC(C)(C)CC1=O)N2 (centres undefined)
  A: -2; B: -3; C: 2; D: -3; E: 3; F: -1; G: -19; H: -5; I: 28

CC1(C)CC(=O)CC(C)(C)N1OC(=O)c1ccccn1
  A: 4; B: -5; C: 1; D: -2; E: 0; F: -13; G: -8; H: -2; I: -16

O=C(CN1C(=O)NC(Cc2c[nH]c3ccccc23)C1=O)Nc1cccc(S(=O)(=O)N2CCCCCC2)c1 (centres undefined)
  A: 11; B: -5; C: 1; D: -9; E: 1; F: 5; G: 11; H: 22; I: 24

O=C(Cc1ccc([N+](=O)[O-])cc1)Nc1ccc(O)cc1C(=O)O
  A: 3; B: -3; C: 1; D: 7; E: -5; F: 1; G: 4; H: -15; I: -1

The last two records of the part before lead into the next:
Key to letters – A = p97 ATPase inh; B = RBBP9 inh; C = Hck-Nef inh; D = NPY Y1 blocker; E = Runt-CBFb FRET; F = Runt-SMMHC FRET; G = MDM2 E3 inh; H = NPY2 pot ag; I = NPY-Y1 PAM-ag
O=C(CN1C(=O)NC(Cc2c[nH]c3ccccc23)C1=O)Nc1cccc(S(=O)(=O)N2CCCCCC2)c1 (centres undefined)
  A: 11; B: -5; C: 1; D: -9; E: 1; F: 5; G: 11; H: 22; I: 24

O=C(Cc1ccc([N+](=O)[O-])cc1)Nc1ccc(O)cc1C(=O)O
  A: 3; B: -3; C: 1; D: 7; E: -5; F: 1; G: 4; H: -15; I: -1

CN(Cc1ccc(F)cc1)C(=O)c1cccc(OC2CCN(C3CCCC3)CC2)c1
  A: -1; B: -4; C: 15; D: 7; E: 1; F: 0; G: -16; H: -5; I: -1

c1cc2c(cc1-c1[nH]ncc1CN1CC3C[C@@H]4CC1C[C@H](C3)C4)OCO2
  A: 7; B: -6; C: 18; D: 2; E: 2; F: -6; G: 7; H: 0; I: -5

O=C(CCSCCC(=O)NCc1cccs1)NCc1cccs1
  A: 5; B: 3; C: -1; D: 0; E: -2; F: 0; G: -28; H: 1; I: 16

COc1cc(/C=N/n2c(-c3n[nH]c4c3CCC4)n[nH]c2=S)cc(OC)c1O
  A: 2; B: 0; C: 5; D: .; E: 21; F: 17; G: .; H: -12; I: -6

O=C(Nc1nnc(-c2ccco2)s1)c1ccccc1
  A: 4; B: -10; C: 3; D: 0; E: 16; F: 13; G: -55; H: 12; I: 12

COc1ccc(OC)c(S(N)(=O)=O)c1
  A: 0; B: -5; C: 5; D: -2; E: 1; F: -2; G: -13; H: 15; I: -6

CCOc1ccc(CCNC(=O)c2cccc(N3CCCC3=O)c2)cc1OCC
  A: 1; B: -3; C: -1; D: 0; E: 1; F: 0; G: -2; H: 21; I: 2

C/C(Cl)=C\Cn1c(Nc2ccc(C)cc2)nc2c1c(=O)n(C)c(=O)n2C
  A: -1; B: 2; C: 3; D: 1; E: -7; F: 0; G: -9; H: 2; I: -5

CN1CCN(C(=O)CC2C(=O)NCCN2Cc2ccc(-c3ccccc3)cc2)CC1 (centres undefined)
  A: 2; B: 3; C: 3; D: -5; E: 1; F: 3; G: -6; H: 2; I: -2

O=c1cc2n(c(=O)[nH]1)CCC1=C2CCCC1
  A: 0; B: -7; C: 0; D: 1; E: -2; F: -4; G: -20; H: -15; I: -10

COC(=O)c1c(-c2ccc(Br)cc2)csc1NC(=O)Cc1ccc(OC)c(OC)c1
  A: -3; B: -1; C: 0; D: 6; E: -2; F: -2; G: -5; H: -14; I: 6

Cc1c(C(=O)O)sc2nc(SCC(=O)Nc3ccc(S(=O)(=O)NCCCC(=O)O)cc3)[nH]c(=O)c12
  A: 2; B: 7; C: 9; D: -1; E: -2; F: 3; G: -1; H: -12; I: -8

CCN(CC)C(=O)Cc1ccccc1
  A: .; B: .; C: 27; D: .; E: 2; F: -2; G: -68; H: .; I: .

CC(=O)c1sc(NC(=O)c2ccc(F)c(F)c2)nc1C
  A: 1; B: 7; C: 4; D: 4; E: 0; F: -1; G: -20; H: -1; I: 17

CC(C)CC(C(=O)OCC(=O)Nc1cccc(Cl)c1)N1C(=O)C2CC=CCC2C1=O (centres undefined)
  A: -3; B: -4; C: 2; D: 0; E: -2; F: -182; G: -19; H: -17; I: -26

Cc1ccc2c(CC(=O)Nc3c(C)n(C)n(-c4ccccc4)c3=O)coc2c1
  A: 4; B: -2; C: 0; D: 5; E: 0; F: -2; G: -16; H: 18; I: -18

CCCCSc1nc(N)c(NC(=O)c2ccco2)c(=O)[nH]1
  A: 1; B: -13; C: 0; D: 2; E: 2; F: -3; G: -9; H: -13; I: -4

CC1=Nn2c(nnc2-c2ccccc2F)SC1
  A: 2; B: 2; C: 3; D: 11; E: 4; F: 2; G: -10; H: -5; I: -9

Cc1cc(C)c(NN=c2c(=O)c3ccccc3c2=O)c(C)c1
  A: 2; B: -3; C: 10; D: 0; E: -5; F: -4; G: -22; H: 2; I: 3

COc1cc(OC)cc(-c2n[nH]c(=S)n2-c2ccc3c(c2)OCO3)c1
  A: -2; B: -14; C: 2; D: -1; E: 5; F: 24; G: -2; H: -3; I: -16

COc1cc(SC)ccc1C(=O)Nc1ccc(S(=O)(=O)N2CCCC2)cc1
  A: 1; B: -4; C: -4; D: -1; E: -1; F: -6; G: -14; H: 12; I: 0

COc1ccc(C(=O)NCC(=O)N=Nc2c(O)n(Cc3ccccc3)c3ccccc23)cc1OC
  A: 3; B: -8; C: 3; D: 6; E: -5; F: 0; G: -5; H: -1; I: -11

N#CC12C(N)=NC3(OCCO3)C1(C#N)C1=C(CCC1)NC2c1ccccc1 (centres undefined)
  A: -6; B: -4; C: 0; D: 1; E: 0; F: 4; G: -11; H: -3; I: -5

O=C(CN(Cc1ccccc1)S(=O)(=O)c1ccc(S(=O)(=O)N2CCOCC2)cc1)Nc1ccccc1
  A: 4; B: 1; C: 2; D: 4; E: -12; F: -16; G: -16; H: 2; I: -6

COC(=O)c1c(NC(=O)CCCC(=O)O)sc2c1CCCCC2
  A: -5; B: -3; C: 21; D: 9; E: 12; F: -7; G: -5; H: 4; I: -2

CC1(C)C=Cc2c(c3ccccc3[nH]c2=O)O1
  A: 8; B: -8; C: 6; D: 5; E: -2; F: -2; G: 19; H: 12; I: 3

CCOC1CCc2c(C)nc(N)nc2S1 (centres undefined)
  A: -2; B: -8; C: 5; D: .; E: 1; F: -2; G: -12; H: -14; I: 1

COc1ccccc1NCC(O)Cn1c2ccccc2c2ccccc21 (centres undefined)
  A: -3; B: -8; C: 6; D: -9; E: 1; F: 2; G: -8; H: 14; I: 33

CC(=O)Oc1cccc(-c2nc3ccccc3c(=O)o2)c1
  A: 11; B: 4; C: 14; D: -4; E: 2; F: -1; G: 1; H: 10; I: 8

O=S(=O)(Nc1cccc(CCc2ccccn2)c1)c1ccc(Cl)cc1
  A: 2; B: -7; C: 1; D: .; E: 0; F: -4; G: -10; H: 22; I: 20

O=C(CSc1n[nH]c(-c2ccccc2Br)n1)NCCN1C(=O)CSC1=O
  A: 7; B: -6; C: 0; D: 1; E: 0; F: 1; G: -7; H: 9; I: -8

COc1ccccc1/C=N/NC(=O)CC(=O)NCc1ccccc1
  A: -4; B: -4; C: -27; D: 2; E: 0; F: 0; G: -12; H: -17; I: -21

Cc1c(C)n(CC(O)CN2CCCCC2)c2ccccc12 (centres undefined)
  A: 2; B: -7; C: 1; D: 3; E: -1; F: -6; G: -17; H: -17; I: -20

COC(=O)CSc1nnc(CNC(=O)c2cc(OC)cc(OC)c2)n1-c1ccc(F)cc1
  A: -1; B: -9; C: 13; D: 7; E: -1; F: -2; G: -8; H: 10; I: -3

CC(=O)NCCSCCNC(C)=O
  A: 5; B: -6; C: 1; D: -2; E: -1; F: 0; G: 5; H: 5; I: 10

Cc1ccc(CN2CCN(Cc3ccccc3)C(CCO)C2)s1 (centres undefined)
  A: -7; B: -2; C: 20; D: 8; E: -1; F: -2; G: -4; H: -4; I: -5

CCCCC(CC)C(=O)NCCc1ccc(S(N)(=O)=O)cc1 (centres undefined)
  A: -2; B: -11; C: -3; D: 0; E: -1; F: 1; G: -3; H: -14; I: 6

CN(C)c1ccc(NC(=S)c2ccccn2)cc1
  A: -12; B: -2; C: 14; D: -6; E: 6; F: -4; G: -86; H: 4; I: -2

CC(=O)C1=C(C)OC(N)=C(C#N)C1c1cc2cc(C)c(C)cc2nc1Cl (centres undefined)
  A: -1; B: -5; C: 0; D: 4; E: -1; F: 0; G: -14; H: 1; I: -14

c1ccc(Cn2c(SCc3nc4ccccc4s3)nnc2-c2ccco2)cc1
  A: 0; B: -3; C: 2; D: 1; E: 27; F: 27; G: 6; H: -7; I: -3

CC(=O)Oc1ccc(NC(=O)C2CCCCC2)c(C(=O)O)c1
  A: -1; B: -7; C: 3; D: 3; E: -1; F: 0; G: 2; H: 5; I: -13

Screening results from PubChem BioAssay.
